# Screens: PubChem, several laboratories
# LYP phosphatase: inhibitors of LYP phosphatase, biochemical, fluorescence intensity, uHTS (AID 1779); 290,000 tested, 0.054% active; recombinant LYP phosphatase, fluorescence intensity; higher % means a stronger effect; one-dose inhibition, % at 11.5 µM; IC50 in µM for titrated hits; in the data active = inhibition above about 50%;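 note: plate controls were vehicle with enzyme for no effect and no enzyme for full effect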
# Myeloid diff MLP: induction of myeloid progenitor differentiation, primary screen, cell-based, flow cytometry, MLPCN library | ER-HoxA9 myeloid progenitors, lysozyme-GFP differentiation | calls only at 10 µM | 360,000 tested, 1% active | AID 624256, 2012;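 active = normalized GFP-positive differentiation at or above the plate's own cutoff, the solvent-only control mean plus 3 SD; inconclusive = no clear call, values can overlap the other calls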;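 note: cells exposed to compound for four days before flow analysis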
# Myeloid diff MLP GFP+ MAC1+ %: recorded beside Myeloid diff MLP, whose call it bears; GFP+ MAC1+ double positive, %; measured here: differentiation confirmed by MAC1 staining
# * marks the source's active call; other numbers are inactive results; i = inactive; ? = inconclusive; . = no result given. An excerpt (hit frequency here may not be typical).
SMILES,Myeloid diff MLP GFP+ MAC1+ %,Myeloid diff MLP,LYP phosphatase
CC1Cc2cc(S(=O)(=O)N3CCN(c4ccccc4)CC3)ccc2N1C(=O)C1CC1 (configuration not stated),1.7,i,-2%
CC(CCc1ccccc1)NC(=O)c1cccc(F)c1 (configuration not stated),0.8,i,-8%
COCCOC(=O)c1c(NC(=O)COC(=O)Cc2cccc(OC)c2)sc(C(N)=O)c1C,0.4,i,-10%
Cc1c(NC(=S)NC(=O)c2cccc(Br)c2)c(=O)n(-c2ccccc2)n1C,0.4,i,-6%
C#CCn1c(CCNC(=O)c2ccco2)nc2ccccc21,.,?,-4%
Cc1ccc2nc(-c3ccccn3)cc(C(=O)NCCc3ccc(F)cc3)c2c1,1.9,i,-8%
CC(=O)NCc1ccc(S(=O)(=O)NC(C)CCc2ccccc2)cc1 (configuration not stated),2.4,i,-6%
CCN(CC)CCCNC(=O)CCc1c(C)n(CC)c2cc(-c3ccccc3OC)nn2c1=O,0.6,i,-10%
CCC(NC(=S)NCc1ccc(F)cc1)c1ccccc1 (configuration not stated),0.8,i,-7%
Cc1cccc(-n2ncc3c2CCCC3NC(=O)CCN2CCCCO2)c1C (configuration not stated),1.6,i,-9%
CCCCc1ccc(NC(=O)N2CCN(c3cc(C)nc4ccccc34)CC2)c(C)c1,0.4,i,2%
CCC1CCCCN1C(=O)CCNS(=O)(=O)c1ccc2c(c1)oc(=O)n2C (configuration not stated),1.3,i,-6%
COc1ccc(CNC(=O)C2(CC3CC(c4ccccc4)=NO3)CCN(C(=O)C3CCCC3)CC2)cc1 (configuration not stated),0.3,i,-9%
CCNC(=O)N1CCC(n2nccc2NC(=O)CCCc2ccccc2)CC1,0.9,i,-1%
O=C(CNC(=O)c1ccccc1)OCC(=O)c1ccccc1Cl,1.4,i,-5%
COc1ccc(OC)c(S(=O)(=O)N2CCC(C(=O)NCc3cccnc3)CC2)c1,0.2,i,-15%
CCOC(=O)c1c(S(=O)(=O)NCc2ccc(OC)cc2)c(C)n(C)c1C,1.0,i,-13%
CCCCC(=O)Nc1nnc(S(=O)(=O)N2CCCc3ccccc32)s1,2.6,i,-6%
CC(C)=CCCC(C)CN1CCC(n2nccc2NC(=O)C2CCCC2)CC1 (configuration not stated),0.9,i,-10%
CCOC(=O)CC1C(=O)NCCN1C(=O)COc1ccc(C(C)(C)C)cc1 (configuration not stated),.,?,-5%
COc1ccc(S(=O)(=O)N2CCCC2C(=O)NCC(=O)Nc2cccc(Cl)c2C)cc1 (configuration not stated),0.4,i,-6%
O=S(=O)(c1ccccc1)N1CCN(C(=S)Nc2ccc(Br)cc2)CC1,0.3,i,4%
CCOC(=O)C1CCCN(CCc2ccccc2)C1 (configuration not stated),0.6,i,-4%
COCCCNC(=S)N(CCO)Cc1cc2cc3c(cc2[nH]c1=O)OCO3,1.0,i,-13%
CCn1c(=O)c(C(=O)NNC(=O)c2ccccc2)c(O)c2ccccc21,0.9,i,-3%
Cc1cccc2sc(N(CCCN(C)C)C(=O)c3ccc(S(=O)(=O)N4CCc5ccccc5C4)cc3)nc12,0.6,i,-3%
COc1cccc(CNC(=O)CCNS(=O)(=O)c2ccc3c(c2)CC(C)N3C(C)=O)c1 (configuration not stated),4.3,i,-11%
Cc1nc(C)c(C(=O)N2CCCC(C(=O)c3ccc4ccccc4c3)C2)s1 (configuration not stated),0.6,i,-1%
Oc1ccccc1CN1CCN(C(O)(c2ccccc2)c2ccccc2)CC1,0.2,i,-10%
O=C(CN1C(=O)c2ccccc2C1=O)c1ccc(F)cc1,0.4,i,-7%
CN(Cc1ccccc1)C(=O)CCC1CCN(S(=O)(=O)N(C)C)CC1,0.5,i,-4%
Cc1cc(C)c(OCC(=O)OCC(=O)NC2CCCCCCC2)c(C)c1,.,?,-6%
COc1cc2c(cc1OC)C(COc1ccc(C(C)C)cc1)NCC2 (configuration not stated),.,?,1%
COc1ccc(C2CC(=O)C(C=NCCCO)=C(O)C2)cc1 (configuration not stated),0.9,i,1%
O=c1ccc2ccc(OCCOc3cccc(Cl)c3)cc2o1,0.7,i,-5%
COc1cc(NC(=O)C2CCCN(S(=O)(=O)c3ccc4c(c3)CCCN4C(C)=O)C2)cc(OC)c1 (configuration not stated),.,?,-9%
COc1ccccc1/C=C1\SC(=O)N(CC(=O)N(C)C2CCS(=O)(=O)C2)C1=O (configuration not stated),0.0,i,-8%
Cc1ccc(-n2nc3c(c2NC(=O)C2CC2)CS(=O)(=O)C3)cc1C,4.0,i,-8%
N#C/C(=C\c1ccccc1)C(=O)N1CCN(c2ccccc2F)CC1,2.1,i,-7%
C=CCSc1nnc(NC(=O)C23CC4CC(CC(NC(C)=O)(C4)C2)C3)s1,0.9,i,-10%

# Only Myeloid diff MLP and Myeloid diff MLP GFP+ MAC1+ %, for six of the compounds above:
canonical_smiles	Myeloid diff MLP	Myeloid diff MLP GFP+ MAC1+ %
COc1cccc(CNC(=O)CCNS(=O)(=O)c2ccc3c(c2)CC(C)N3C(C)=O)c1 (configuration not stated)	i	4.3
Cc1nc(C)c(C(=O)N2CCCC(C(=O)c3ccc4ccccc4c3)C2)s1 (configuration not stated)	i	0.6
Oc1ccccc1CN1CCN(C(O)(c2ccccc2)c2ccccc2)CC1	i	0.2
O=C(CN1C(=O)c2ccccc2C1=O)c1ccc(F)cc1	i	0.4
CN(Cc1ccccc1)C(=O)CCC1CCN(S(=O)(=O)N(C)C)CC1	i	0.5
Cc1cc(C)c(OCC(=O)OCC(=O)NC2CCCCCCC2)c(C)c1	?	.

# An excerpt from above in order of their number in Myeloid diff MLP GFP+ MAC1+ %, low to high:
smiles,Myeloid diff MLP GFP+ MAC1+ %
O=S(=O)(c1ccccc1)N1CCN(C(=S)Nc2ccc(Br)cc2)CC1,0.3
COc1ccc(S(=O)(=O)N2CCCC2C(=O)NCC(=O)Nc2cccc(Cl)c2C)cc1 (configuration not stated),0.4
CCn1c(=O)c(C(=O)NNC(=O)c2ccccc2)c(O)c2ccccc21,0.9

# Later entries
SMILES,Myeloid diff MLP GFP+ MAC1+ %,Myeloid diff MLP,LYP phosphatase
Cc1ccc(-c2c(C(=O)N/N=C/c3ccc4c(c3)OCO4)nnn2-c2nonc2N)cc1,1.5,i,-7%
Cc1ccc(S(=O)(=O)Nc2ccccc2C(=O)N2CCCCCC2)cc1,0.3,i,-7%
Cc1ccccc1N=Nc1c(N)n[nH]c1N,0.3,i,-10%
CC1CCCC(C)N1C(=O)COC(=O)Cc1ccc(Cl)cc1 (configuration not stated),0.7,i,-9%
COc1ccc(S(=O)(=O)N2CCC(C(=O)NCCN3CCOCC3)CC2)cc1C,0.2,i,-8%
S=c1nc2ccccc2c2nc(-c3ccccc3Br)[nH]n12,0.2,i,-2%
Cc1ccc2nc(N3CCN(C(=O)CCCC(=O)O)CC3)nc(-c3ccccc3)c2c1,0.8,i,-5%
CC(C)OCCCNC(=O)Cn1ccc2cc(S(=O)(=O)N3CCCCCC3)ccc21,.,?,-11%
O=C(c1cc(C(=O)N2CCCC2)cc([N+](=O)[O-])c1)N1CCCC1,0.9,i,-10%
CCc1cc(CNC(=O)CC2C(=O)NCCN2Cc2ccc(-c3ccccc3)cc2)on1 (configuration not stated),5.8,i,-6%
CN1C(=O)[C@H]2[C@@H](C3CC3)N3C(=O)CN(CC4CC4)C(=O)[C@@]3(C)[C@H]2C1=O,0.5,i,-9%
Cc1ccccc1N(C(=O)CNC(=O)c1cccs1)C(C(=O)NC1CCCC1)c1ccncc1 (configuration not stated),0.8,i,-1%
COc1ccc(Cl)cc1NC(=O)Cn1nnc(C(=O)NCc2ccc3c(c2)OCO3)c1N,3.2,i,-6%
CNC(=O)CSc1nnc(-c2ccco2)n1-c1cccc(OC)c1,0.9,i,-7%
COc1cccc(CC(=O)NCCCSc2ccccc2)c1,1.1,i,-8%
COCCCn1c(SCC(=O)N2CCOCC2)nnc1-c1ccco1,3.0,i,-9%
COc1ccc(/C=C(/NC(=O)c2ccco2)C(=O)N2CCCCC2)cc1,.,?,-3%
Cc1ccc(S(=O)(=O)NC(Cc2ccccc2)C(=O)NN)cc1 (configuration not stated),0.7,i,-5%
CSc1ncc(C(=O)Nc2ccc(C(C)=O)cc2)c(-c2ccccc2)n1,0.7,i,4%
CCc1ccc2oc(C(=O)N3CCN(C)CC3)cc(=O)c2c1,0.6,i,-3%
CC(=O)c1ccc[n+](CC(=O)NC(C)c2ccccc2)c1 (configuration not stated),1.2,i,-4%
CC(=O)Nc1ccc(C(=O)N/C(=C/c2ccccc2)C(=O)NCc2ccco2)cc1,2.9,i,-13%
COc1cc(/C=N/NC(=O)c2cccc(C(=O)N/N=C/c3ccc(O)c(OC)c3)n2)ccc1O,0.5,i,-6%
CC(C)NC(=O)c1cc2c(=O)n3ccccc3nc2s1,0.7,i,-8%
CC(C)Cc1cc(C(=O)N2CCCC(CO)(Cc3ccc(F)cc3F)C2)n[nH]1 (configuration not stated),0.0,i,-7%
CC(=O)N1CCc2c(sc(NC(=O)CCS(=O)(=O)c3ccccc3)c2C#N)C1,.,?,-10%
CCCC(C(=O)NC1CCCC1)N(C(=O)c1snc(C(N)=O)c1N)c1ccc(OCC)cc1 (configuration not stated),2.8,i,0%
C[n+]1c(/C=C/c2ccc(O)cc2)ccc2ccccc21,0.6,i,-5%
CCC(C)[C@H](NC(=O)c1cc2cc(Cl)ccc2n1C)C(=O)N1CCC(C(=O)O)CC1 (some centres not stated),1.1,i,-7%
O=C(N/N=C/c1coc2ccccc2c1=O)c1cc(Br)ccc1O,0.5,i,-7%
O=C(Cn1ncc2c([nH]c3ccccc32)c1=O)NCC1CCN(Cc2ccc(F)cc2)CC1,6.8,i,-9%
Cc1nn(CC(=O)N2CCN(c3ccccn3)CC2)c(=O)c2cc3sccc3n12,0.7,i,-5%
O=C(Nc1cccc(C(=O)Nc2ccccc2F)c1)c1ccccc1,0.1,i,-11%
Cc1cccc(NCc2ccc(N(C)C)cc2)n1,0.6,i,0%
CCC(C)[C@H](NC(=O)N1CC(=O)Nc2ccccc21)C(=O)N[C@@H](C(=O)O)c1ccccc1 (some centres not stated),0.8,i,-11%
COc1ccc(N2CC(C(=O)N[C@@H](C)C(=O)NCc3ccccc3OC)CC2=O)cc1 (some centres not stated),5.5,i,-8%
O=C1CCC(C(=O)N2CCC(O)(c3ccccc3)CC2)CN1CCc1ccccc1 (configuration not stated),1.1,i,-12%
CCOC(=O)c1cnc2cc(F)c(F)cc2c1N1CCN(C)CC1,0.5,i,-4%
COc1ccc(NC(=O)CN(c2ccc(OC)c(Cl)c2)S(=O)(=O)c2ccccc2)c(OC)c1,1.5,i,-4%
CCOc1ccc(S(=O)(=O)N2CCN=C2c2ccccc2)cc1,2.3,i,-5%

# Ordered by formula weight (highest first): 3 of the compounds above
SMILES,Myeloid diff MLP GFP+ MAC1+ %,Myeloid diff MLP,LYP phosphatase
Cc1nn(CC(=O)N2CCN(c3ccccn3)CC2)c(=O)c2cc3sccc3n12,0.7,i,-5%
CC(C)NC(=O)c1cc2c(=O)n3ccccc3nc2s1,0.7,i,-8%
C[n+]1c(/C=C/c2ccc(O)cc2)ccc2ccccc21,0.6,i,-5%

# Following part
SMILES,Myeloid diff MLP GFP+ MAC1+ %,Myeloid diff MLP,LYP phosphatase
O=C(c1cc(COc2c(F)cccc2F)on1)N(Cc1ccccc1)CC1CC1,0.6,i,-4%
CC(=O)Nc1ccc(NS(=O)(=O)c2ccc(-c3cnc(C4CC4)o3)cc2)cc1,0.0,i,-2%
CCCNC(=O)CCc1nnc2ccc(N3CCC(C)CC3)nn12,0.3,i,-3%
CCCCCCC(O)(c1ccccc1)C(CN1CCOCC1)c1ccccc1 (configuration not stated),1.1,i,4%
CC1CCN(S(=O)(=O)c2ccc3c(c2)CCN3C(=O)C2CCC2)CC1,5.1,i,-7%
Cc1cc(SCc2ccc(Cl)c(Cl)c2)nc(=O)[nH]1,2.3,i,-2%
Cc1cccc(C(=O)NNC(=S)NC(=O)c2cccs2)c1,0.8,i,-2%
COC(=O)C1=C(CS(=O)(=O)c2ccc(OC)c(OC)c2)NC(=O)NC1c1ccc(O)c(OC)c1 (configuration not stated),1.8,i,-9%
CC(NC(=O)c1cc(Br)cs1)C1CCCO1 (configuration not stated),0.4,i,-5%
Cc1ccc(S(=O)(=O)n2nc(C)c(S(=O)(=O)N3CCOCC3)c2C)cc1,1.9,i,-9%
Cc1ccc2cc3cc(C(=O)NCCCN4CCCC4=O)oc3nc2c1,0.0,i,-20%
CCOC(=O)/C=C1\CN(Cc2cc(OC)c(OC)c(OC)c2)S(=O)(=O)c2ccc(C(F)(F)F)cc21,0.9,i,-12%
CCOC(=O)c1cc2c(=O)c3cc(C)ccc3oc2nc1C,0.1,i,-9%
Cc1ccc(SCC(=O)NCc2ccccc2)cc1,0.4,i,-8%
COc1cc(OC)c(/C=N/N2CCN(c3ccccc3OC)CC2)c(OC)c1,0.4,i,-6%
CCC(C(=O)NC1CC(C)(C)NC(C)(C)C1)c1ccccc1 (configuration not stated),1.1,i,-5%
O=C(CNC(=O)c1ccco1)Nc1ccc(F)c(Cl)c1,0.7,i,-8%
O=C(Nc1c2c(nn1-c1ccccc1)CS(=O)(=O)C2)c1cc2ccccc2o1,6.2,i,-8%
CC(Sc1nc(C2CC2)n(-c2ccccc2)n1)C(=O)c1c(N)n(C)c(=O)n(C)c1=O (configuration not stated),3.0,i,-10%
CC(C)c1nnc(NC(=O)C2CCCN2C(=O)Nc2ccc(F)cc2)s1 (configuration not stated),1.7,i,-8%
